aSyn yeast rescue: alpha-synuclein toxicity suppression in yeast; S. cerevisiae alpha-synuclein toxicity rescue, BacTiter-Glo growth, 24 h; Potency, µM (titrated, usually from 46.1 µM), inactives show top-dose growth rescue (activation), actives largely listed as activators; 0.02% of 94,000 active; active = well fitted activation curve with a large enough effect; inconclusive = small, poorly fitted or top-dose-only effect; note: 0% is about no effect
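Growth restoration measured by BacTiter-Glo luminescence after 24 hr at 30 deg C; alpha-synuclein yeast, raffinose-pregrown to mid-log, were added at OD600=0.02 in galactose medium onto pinned compounds.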
Starred values were filed as active, the others as inactive; ? = inconclusive; & = joins results of further samples. Potency is the fitted concentration of half-maximal effect. Only part of the results is shown; the hit share may differ from the screen's.

SMILES	aSyn yeast rescue
Cc1ccc(S(=O)(=O)N2CCC(C(=O)OCC(=O)N3CC(C)CC(C)C3)CC2)cc1C (stereo not given)	-12.6%
CCN(CC(=O)Nc1ccc(NC(C)=O)cc1)C(=O)C1(c2ccc(Cl)cc2)CCC1	1.2%
COc1cc(C)ccc1OCCSc1nc2ccc(NC(=O)c3ccc(C)cc3)cc2s1	1.6%
CCOC(=O)c1scc(-c2ccccc2)c1S(=O)(=O)Nc1ccc(N(C)C)cc1	7.5%
O=C(O)Cn1ccc2ccccc21	-5.9%
COc1ccc(C(=O)Cn2cnc3ccc(Cl)cc3c2=O)cc1F	8.4%
CC(C(=O)Nc1ccccc1)N1C(=O)c2ccccc2C1=O (stereo not given)	4.2%
CC(=O)N1CCc2cc(S(=O)(=O)NC(CC(C)C)C(=O)NCCc3ccccc3)ccc21 (stereo not given)	2.0%
O=C(Cc1c(Cl)cccc1Cl)OCc1ccccn1	-6.0%
COC(=O)c1cc(C(=O)OCC(=O)N(C)c2ccccc2)cc([N+](=O)[O-])c1	1.9%
COc1ccc(Br)cc1C1CC(=O)Nc2c1c(C)nn2-c1nc(C)cc(C)n1 (stereo not given)	-8.5%
O=C(O)Cn1cnc2c(oc3ccccc32)c1=O	4.3%
CC(C)c1nc2oc3c(NCc4ccccn4)ncnc3c2c2c1COC(C)(C)C2	-3.4%
CCOC(=O)C1CCN(S(=O)(=O)c2cc(-c3onc(C)c3C)ccc2OC)CC1	8.9%
N#Cc1ccc(C(=O)CN2CCN(c3ccccc3)CC2)cc1	9.8%
CC1(C)CC2(C)CC(=O)C1C(C(=O)O)C2C(=O)O (stereo not given)	2.2%
S=C(Nc1ccccc1)Nc1ccccc1Br	10.7%
COc1cccc(NC(=S)NNC(=O)CCn2cc([N+](=O)[O-])cn2)c1	-7.9%
CC(C)CCNC(=O)CN1C(=O)CSc2ccc(S(=O)(=O)N3CCCCC3)cc21	-2.7%
O=C(COc1ccccc1)Nc1nnc(S(=O)(=O)Nc2ccccc2)s1	6.7%

Part of the list above in order of number of heavy atoms, lowest first:
SMILES	aSyn yeast rescue
S=C(Nc1ccccc1)Nc1ccccc1Br	10.7%
O=C(O)Cn1cnc2c(oc3ccccc32)c1=O	4.3%
N#Cc1ccc(C(=O)CN2CCN(c3ccccc3)CC2)cc1	9.8%
COc1cccc(NC(=S)NNC(=O)CCn2cc([N+](=O)[O-])cn2)c1	-7.9%
O=C(COc1ccccc1)Nc1nnc(S(=O)(=O)Nc2ccccc2)s1	6.7%
COc1ccc(Br)cc1C1CC(=O)Nc2c1c(C)nn2-c1nc(C)cc(C)n1 (stereo not given)	-8.5%
CCOC(=O)C1CCN(S(=O)(=O)c2cc(-c3onc(C)c3C)ccc2OC)CC1	8.9%

The results go on:
SMILES	aSyn yeast rescue
O=C(CCS(=O)(=O)c1cc(Br)cc2c1N(C(=O)C1CC1)CC2)NCc1ccccc1Cl	-2.5%
CCOC(=O)c1ccc([N+](=O)[O-])cc1NC(C)=O	4.9%
Cc1ccc(N2C(=O)CSC23C(=O)N(CC(=O)NC2CCCCC2)c2ccccc23)cc1 (stereo not given)	-8.5%
CC(=O)c1ccc(N2CCN(S(=O)(=O)c3ccc4c(c3)CC(=O)N4)CC2)cc1	-1.7%
CC1CCCN(CCCNC(=O)CN2C(=O)CSc3ccc(S(=O)(=O)N4CCOCC4)cc32)C1 (stereo not given)	2.1%
CCOC(=O)C(C#N)=C1CCC=C(C)C1	-5.7%
Cn1c(=O)n(C)c2cc(N3CCCCC3)c(NC(=O)c3c(F)cccc3F)cc21	8.7%
CC(C)CN(C(=O)CCC(=O)OC(C)C(=O)Nc1cccc(C#N)c1)c1c(N)n(CC(C)C)c(=O)[nH]c1=O (stereo not given)	-0.3%
CC(CCO)Nc1nc2c(c(=O)n(C)c(=O)n2C)n1Cc1ccc(Br)cc1 (stereo not given)	-3.8%
COc1ccc(OC)c(CNC(=O)Nc2cn(CC(C)C)c(=O)c3ccccc23)c1	-3.9%

Part of the list above, in CSV form.
SMILES,aSyn yeast rescue
Cc1ccc(N2C(=O)CSC23C(=O)N(CC(=O)NC2CCCCC2)c2ccccc23)cc1 (stereo not given),-8.5%
CC(=O)c1ccc(N2CCN(S(=O)(=O)c3ccc4c(c3)CC(=O)N4)CC2)cc1,-1.7%
CC1CCCN(CCCNC(=O)CN2C(=O)CSc3ccc(S(=O)(=O)N4CCOCC4)cc32)C1 (stereo not given),2.1%
CCOC(=O)C(C#N)=C1CCC=C(C)C1,-5.7%
Cn1c(=O)n(C)c2cc(N3CCCCC3)c(NC(=O)c3c(F)cccc3F)cc21,8.7%

Next part:
SMILES	aSyn yeast rescue
COCCN(CCOC)C(=O)C1CCCN(S(=O)(=O)c2ccc(NC(=O)OC)cc2)C1 (stereo not given)	6.4%
Cc1ccc(S(=O)(=O)CCC(=O)Nc2nnc(-c3ccco3)o2)cc1	4.2%
O=C(NCCCN1CCN(c2ccccc2F)CC1)c1ccc2nc(N3CCCCC3)sc2c1	5.4%
O=C1c2ccccc2C2N1CCCN2C(=O)c1sc2ccccc2c1Cl (stereo not given)	5.1%
NC(=S)NC(c1ccccc1)c1ccncc1 (stereo not given)	-4.2%
NNc1ccc(Cl)nn1	-4.4%
CSCCC(NC(N)=O)C(=O)Nc1ccc(F)c(Cl)c1 (stereo not given)	3.5%
Cc1cc(C)c(OCCOCCN2CCCC2)c(C)c1	-6.0%
Cc1ccccc1NS(=O)(=O)c1ccc(Cl)cc1	11.0%
Cc1cccc(CCNC(=O)c2nn(C)c3c2CSc2ccccc2-3)c1	-8.6%
COc1ccccc1OCCNC(=O)C1CC(=O)N(Cc2ccc(C)cc2)C1 (stereo not given)	-6.9%
CCn1cc(CCC(=O)NCc2ccc(C)cc2)c2ccccc21	2.3%
CCCSc1nc2sc3c(c2c(=O)n1-c1cccc(Br)c1)CC(C)(C)OC3	-6.3%
CCCn1nc(C(=O)OCC(=O)Nc2cccc(OC)c2)c2ccccc2c1=O	3.7%
O=C1NN(CCO)C(=S)Nc2ccccc21	-1.5%
COc1cc(Cl)c(C)cc1NC(=O)c1nn(-c2ccc(C)cc2)c(=O)n(C)c1=O	0.6%
Cc1c(Cl)cccc1NC(=O)C1CCN(c2ncnc3c2nc2n3CCCCC2)CC1	-10.1%
COC(=O)c1sccc1N/N=C/c1cccc(Oc2ccccc2)c1	0.2%
CN(N)c1ccc2c(C(F)(F)F)cc(C(F)(F)F)nc2n1	13.3%
COC(=O)COc1cccc2c(=O)n(CC(=O)N3CCCCC3)ccc12	8.2%
CCOc1ccc(-c2nnc(Nc3ccc(S(N)(=O)=O)cc3)c3ccccc23)cc1	6.1%
COc1cccc(NC(=O)c2sc3nc4n(c(=O)c3c2C)CCC4)c1	5.4%
Cc1cccc(NC(=O)CN2C(=O)CCn3nc(-c4cccn4C)cc32)c1C	-2.1%
COc1ccccc1CNC(=O)Cn1ncn2c(cc3sccc32)c1=O	0.5%
O=C(CSCc1ccccc1Cl)N1CCN(c2ccc(Cl)cc2)CC1	?
Cc1ccc(CNC(=O)c2c(O)nc3cc(C)ccn3c2=O)cc1	4.0%
CC(C)NS(=O)(=O)c1ccc(OCC(=O)Nc2ccc(F)cc2)cc1	-2.7%
CCN(CC)CCCNC(=O)C(C)Sc1nc(-c2ccccc2)cc(C(F)(F)F)n1 (stereo not given)	4.3%
Cc1cccc(C)c1OCCn1c(C2CC(=O)N(c3cccc(Cl)c3)C2)nc2ccccc21 (stereo not given)	?
O=C1OC(CCl)CN1Cc1c(Cl)cccc1Cl (stereo not given)	13.8%
NS(=O)(=O)c1ccc(NC(=O)COC(=O)c2cnc(Cl)c(Cl)c2)cc1	11.5%
CCCc1cc(CCC)n2nc(N)nc2n1	-2.5%
COc1cc(C)c(CN2CCN(C(C)C(=O)NC(C)c3ccccc3)CC2)cc1OC (stereo not given)	-4.1%
COc1ccc(S(=O)(=O)n2nc(C)c(S(=O)(=O)N3CCCCCC3)c2C)cc1C	0.2%
Cc1sc2ncnc(SCC(=O)NC(C)(C)C)c2c1C	-3.6%
CCC(C)(C)NC(=O)Cn1c(-c2ccc(C)cc2)noc1=O	5.7%
CCC1CN(C(=O)N2CCC(C(=O)NCCCc3ccccc3)CC2)c2ccccc2O1 (stereo not given)	-15.6%
COc1ccc(C)cc1-n1nnc(S(=O)(=O)c2ccc(C)cc2)c1C	1.4%
NC(=O)c1cccnc1OCC(F)(F)F	-2.5%
CCCN(CCC)C(=O)COc1cc(=O)n(CC)c2ccccc12	10.2%
Cn1c(S(=O)(=O)O)nc2ccccc21	3.2%
CC1Cc2ccccc2N1C(=O)COC(=O)Cc1ccc(F)cc1 (stereo not given)	5.8%
Cc1ccc(CCNC(=O)c2cc3c(-c4ccccc4F)nn(C)c3s2)cc1	4.3%
COc1ccc(S(=O)(=O)N2CCOC2CNC(=O)C(=O)NCCc2ccccc2)cc1C (stereo not given)	4.3%
CCOc1cc2[nH]c(=O)n(CCCC(=O)NCc3ccc(OC)cc3)c(=O)c2cc1OCC	0.2%
CCc1ccc(NC(=O)Cn2nc(C(=O)O)c3ccccc3c2=O)cc1	-2.8%
COc1ccc(C(=O)Oc2ccc3ccc(=O)oc3c2)cc1OC	2.2%
Cc1ccccc1NC(=O)Cc1nc(COC(=O)COc2cccc(C)c2C)cs1	4.3%
Cc1ccc(-n2ncc(C(=O)NCc3ccccn3)c2C2CCN(C(=O)OC(C)(C)C)CC2)c(C)c1	1.6%
CCOc1ccc(C2=C(C(=O)CC)Sc3nncn3N2C(=O)CC)cc1	-5.1%

The results go on:
SMILES	aSyn yeast rescue
Cc1ccccc1Nc1c(-c2c[nH]c3ccccc23)nc2ccc(Cl)cn12	-4.2%
CCOC(=O)Cc1ccc(NC(=O)n2ncc3cc(Cl)ccc32)cc1	3.8%
COc1ccc(C(=O)NC(=S)NNC(=O)c2ccc3ccccc3n2)cc1	0.7%
Cc1ccc2nc(N(CCN(C)C)C(=O)C3CCN(S(=O)(=O)c4cccs4)CC3)sc2c1	0.1%
Cc1ccc(NC(=O)CCC(=O)N2CCOc3ccccc32)c(Cl)c1	3.1%&5.1%
COc1cccc(NC(=O)CSC2=Nc3ccccc3C3=NC(CCC(=O)NCc4ccco4)C(=O)N23)c1 (stereo not given)	?
Cc1c(NC(=O)CC(C)C)cccc1-c1nc2cccnc2s1	-14.6%
Nc1nc(N)c2cc(Sc3cccc(C(F)(F)F)c3)ccc2n1	-11.1%
COc1ccc(-n2ccn(CC(=O)NCc3ccc(C)cc3)c(=O)c2=O)cc1OC	-0.1%
COc1cc2nc(SCC(=O)Nc3ccccc3C)n3nc(CCn4c(C)nc5ccccc54)nc3c2cc1OC	-11.0%
O=c1[nH]c(CSc2ncn[nH]2)nc2ccccc12	7.0%
O=C(Nc1nc(-c2ccc(Br)cc2)cs1)c1cccnc1	-6.1%
COc1ccc(OC)c(C2=Nn3c(nnc3-c3ccncc3)SC2)c1	-3.6%
COc1ccc(S(=O)(=O)N2CCCN(CC(=O)Nc3ccccc3F)CC2)cc1	-8.3%
CCCn1c(C)cc(/C=C(\C#N)C(=O)OCC(=O)N(C)c2c(N)n(Cc3ccccc3)c(=O)[nH]c2=O)c1C	-2.2%
CCSc1nnc(-c2cc(Br)ccc2NC(C)=O)c(=O)[nH]1	1.3%
CCCCCCn1c(SCC(=O)c2ccccc2)nc2c1c(=O)[nH]c(=O)n2C	2.3%
COc1cc(/C=C/C(=O)OCC(=O)NCCC2=CCCCC2)ccc1O	-2.7%
O=C(Nc1cccc(Cl)c1)C1CCCN1S(=O)(=O)c1cccc2cccnc12 (stereo not given)	1.5%
COc1ccc(OCc2nnc(-c3ccccc3)o2)cc1	4.0%
O=C(O)CCn1c(=O)[nH]c(=O)n(CCC(=O)O)c1=O	-5.0%
COc1ccc(NC(=O)c2c(C(=O)Nc3ccccc3)sc3nc(C)cc(=O)n23)cc1	7.9%
Cc1ccc(C(=O)Nc2cccnc2)cc1C	11.0%
CCC1NC(=O)c2cc3ccccc3cc2-n2c1nc1cc(F)ccc1c2=O (stereo not given)	-0.3%
COc1ccc(OCc2nc(-c3ccc(F)c(F)c3)cs2)cc1	3.5%
O=C(c1ccccc1)N1N=C(c2ccco2)CC1c1cccs1 (stereo not given)	3.5%
Oc1ccc(O)c(C=NNC(=S)NC2CC3CC2C2C=CCC32)c1 (stereo not given)	?
CSc1cccc(NC(=O)CC(c2ccc(F)cc2)N2Cc3ccccc3C2=O)c1 (stereo not given)	-9.3%
COc1ccccc1C(=O)NNC(=O)C(=O)Nc1ccc(C)cc1	3.4%
CCOc1ccc(-c2cccc(NS(=O)(=O)c3ccc(F)cc3F)c2)nn1	-6.4%
Cc1c(-c2ccc(Cl)cc2)[n+](=O)c2c(n1[O-])CCCC2	-2.4%
Cc1ccc(CN2COc3c(Cl)cc4c(-c5ccccc5)cc(=O)oc4c3C2)cc1	1.5%
COc1ccccc1CNC(=O)CN1C(=O)COc2ccc(S(=O)(=O)Nc3ccccc3)cc21	-6.6%
C=CCn1c(SC(C)C(=O)Nc2ccc(Cl)cn2)nnc1C1CC1 (stereo not given)	4.4%
O=C(NCC1CCCO1)c1c[nH]c2ccc(S(=O)(=O)Nc3ccc(F)cc3F)cc2c1=O (stereo not given)	-12.2%
CC1CSc2n(-c3cccc(C(F)(F)F)c3)cc(-c3ccccc3)[n+]21 (stereo not given)	-1.9%
CC(C)C(NS(=O)(=O)/C=C/c1ccccc1)C(=O)NCc1ccc(F)cc1 (stereo not given)	-6.1%
CCN(CC)C(=O)c1c([N+](=O)[O-])c(C(C)(C)C)nn1C	9.1%
Cc1ccccc1-c1nc2cc(NC(=O)Cc3ccc(Cl)cc3)ccc2o1	-3.2%
O=S(=O)(c1ccc(F)c(F)c1)N1CCCCCCC1	5.1%
COc1ccc(-c2cc3c(=O)n(CC(=O)NCc4ccccc4F)ncn3n2)cc1	-3.7%
C[C@H](CO)N1C[C@H](C)[C@H](CN(C)S(=O)(=O)c2ccc(F)cc2)OCc2cnnn2CCCC1=O	-4.9%
O=C(Nc1ccc(N2CCOCC2)cc1)c1cnsn1	-2.5%

Compound activity as filed in PubChem BioAssay.
